Source: PubChem BioAssay
ATXN2 expr inh = ATXN2 expression inhibition; HEK-293 ATXN2-luciferase reporter, luminescence, 24 h; Potency, µM (series often up to 57 µM), without a hit: at the highest dose activity change, negative = inhibition, usual class: inhibitors; 360,000 compounds, 0.72% hits; AID 1745845; further: potency means the concentration at half of the fitted maximal effect; on the % scale 0 is the no-effect control and ±100 the full control effect; nearly all actives have a fitted effect of over 55% in size
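ATXN2-luciferase reporter cells (luciferase flanked by upstream and downstream ATXN2 gene portions) were treated 24 h at 37 °C with compounds at up to 57 uM. SteadyGlo luminescence gave expression; GF-AFC fluorescence gave viability.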
HT1080 IDH1KD tx = HT-1080 IDH1 knockdown cell toxicity (counter line); Potency, µM (titrated, usually from 46.1 µM), inactives show at the highest dose activity, negative = toxicity, usual class: cytotoxic; HT-1080 IDH1 knockdown viability, ATP luminescence, 48 h; 360,000 compounds, 2% hits;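 further: potency means the concentration at half of the fitted maximal effect; 0% = DMSO wells and -100% = cell-free medium wells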
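Cytotoxicity counter-line: IDH1KD HT-1080, 48 h, CellTiter-Glo. Curves classed by r2, magnitude and activity.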
HT1080NT lethal = kills 2HG-producing HT-1080-NT fibrosarcoma cells | HT-1080-NT fibrosarcoma viability, CellTiter-Glo ATP luminescence, 48 h | Potency, µM (top dose mostly 46.1 µM), inactives show at the top dose activity, negative = less viability, hits mostly cytotoxic | 360,000 compounds, 1.6% hits;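 further: NT is the 2HG producing partner of a matched IDH1 knockdown line; potency means the concentration at half of the fitted maximal effect; 0% = DMSO-treated cells and -100% = media-only wells without cells; nearly all actives have a fitted effect of over 55% in size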
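Fibrosarcoma NT cells, 750 per well in 5% FBS RPMI, were exposed to compound for 48 hours. Viability: CellTiter-Glo luminescence.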
KB-3-1 tox = kills parental KB-3-1 adenocarcinoma cells | 400,000 compounds, 1.4% hits | Potency, µM (top dose mostly 46.1 µM), for inactives: at the highest dose activity change, negative = cytotoxic, hits mostly cytotoxic | KB-3-1 viability, CellTiter-Glo ATP luminescence, 72 h; further: potency means the concentration at half of the fitted maximal effect; on the % scale 0 is the no-effect control and ±100 the full control effect; nearly all actives have a fitted effect of over 60% in size
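72 h, 37 °C compound treatment of KB-3-1 parental cells; CellTiter-Glo added, 10 min, luminescence read. Data corrected against DMSO-only plates and normalized before curve fitting.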
SW480 rerep = inducers of DNA re-replication in SW480 colon cancer cells; SW480 DNA re-replication, Hoechst DNA content imaging, 48 h; Potency, µM (top dose mostly 46.1 µM), without a hit: at the top dose re-replication activation, usual class: activators; 340,000 compounds, 1.8% hits; AID 624297; further: potency means the concentration at half of the fitted maximal effect; % of control where 0% means no effect; nearly all actives have a fitted effect of over 55% in size
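Hoechst fluorescence of nuclei (405 nm excitation, 500-530 nm emission) measured by plate-scanning imager after 48 hr compound exposure at 37 C; re-replication scored as increased number of nuclei with elevated intensity.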
IL1B secr inh = inhibitors of inflammasome signaling (IL-1 beta secretion). THP-1 LPS/ATP IL-1B secretion, AlphaLISA, 16 h; stronger effect = lower value. activity change, % at 57.5 µM. 360,000 compounds, 4.7% hits; in the data active means activity change below about -50%; inconclusive means mostly about -30% to -49%; further: on the % scale 0 is the no-effect control and ±100 the full control effect
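Secreted IL-1B measured by AlphaLISA bead assay after 16 h compound exposure of THP-1 cells; compounds (final up to 57.5 uM) added 1 h before LPS (250 ng/mL) and ATP (1.25 mM) stimulation; lower signal means less secretion.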
ATXN viability = viability counter-screen for ATXN expression inhibitors; S2 cells (HEK-293 line with an ATXN2-luciferase reporter) viability, CellTiter-Fluor protease fluorescence, 24 h; Potency, µM (series often up to 56.7 µM), actives largely listed as cytotoxic; 400,000 compounds, 0.49% hits; further: potency means the concentration at half of the fitted maximal effect; nearly all actives have a fitted effect of over 40% in size
KB-V1 MDR tox = kills drug-selected multidrug resistant KB-V1 cells. KB-V1 MDR cells viability, CellTiter-Glo, 72 h. Potency, µM (top dose mostly 46.1 µM), inactives show at the top dose activity change, negative = cytotoxicity, usual class: cytotoxic. 400,000 compounds, 3.4% hits. AID 1347076; further: potency means the concentration at half of the fitted maximal effect; on the % scale 0 is the no-effect control and ±100 the full control effect; nearly all actives have a fitted effect of over 60% in size
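Drug-selected KB-V1 cells, grown in DMEM lacking phenol red with 10% FBS, receive compound titrations; after three days at 37 degrees C, surviving cell ATP is quantified by CellTiter-Glo luminescence and responses normalized and curve-fitted.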
MCF10A rerep = DNA re-replication induction in MCF 10a cells; MCF 10A DNA re-replication, Hoechst nuclear intensity, 48 h; AID 624296; 350,000 compounds, 2.9% hits; Potency, µM (series often up to 46.1 µM), inactives show at the top dose activity, positive = re-replication, most hits filed as activators; further: potency means the concentration at half of the fitted maximal effect; % of control where 0% means no effect; nearly all actives have a fitted effect of over 50% in size
Starred values were filed as active, the others as inactive; i = inactive; ? = inconclusive; . = not tested or not shown; [ ] = another dose, or the depositor's remark. Unless noted, the call rests on the fitted dose curve; in most records, active means well fitted curve in the direction sought with a large enough effect; inconclusive means small, poorly fitted or top-dose-only effect, or another doubt; inactive means no such curve, though single readings can be large; an effect the other way counts as inactive or inconclusive.

no.	molecule	HT1080NT lethal	ATXN viability	MCF10A rerep	IL1B secr inh	SW480 rerep
1	O=C(NNC(=S)Nc1ccc(OC(F)F)cc1)c1cc2c(s1)CCCC2	-3%	i	4%	-25	3%
2	CCOc1ccc(C(=O)NNC(=O)CN2C(=O)C3CC=CCC3C2=O)cc1OC (configuration not stated)	18%	i	-1%	2	-6%
3	NC(=O)C1CCN(C(=O)c2ccc3c(=O)n(Cc4ccco4)c(SCC(=O)c4ccccc4)nc3c2)CC1	0%	i	-2%	-19	-1%
4	O=C(Nc1nnc(SCc2ccc(Cl)cc2)s1)C1CC(=O)N(Cc2ccccc2)C1 (configuration not stated)	9%	i	26%	21	?
5	C/C(=N/NC(=O)CNc1ccc(Cl)cc1C)c1ccc(C)cc1	-6%	i	0%	9	17%
6	CCCC(=O)Nc1nnc(SCC(=O)NCc2ccc3c(c2)OCO3)s1	-2%	i	-2%	18	-4%
7	CCN(CCn1cccn1)C(=O)CCc1nnc(C2CCCCC2)o1	0%	i	8%	-1	-13%
8	CCN(CC)C(=O)c1csc([C@@H]2O[C@H](CO)[C@H](O)[C@H](O)[C@H]2O)n1	8%	i	.	2	.
9	CCOc1cc(C(=O)Nc2ccc(S(=O)(=O)N3CCCCC3)cc2)ccc1OCC(=O)N1CCOCC1	10%	i	1%	11	-3%
10	Cc1ccc(N=C2NC(=O)/C(=C/c3cccn3C)S2)cc1	-29%	i	?	41	10µM*
11	CN1CCN(C(=O)c2ccccc2-c2nc(-c3ccc(Cl)cc3)no2)CC1	13%	i	7%	1	21%
12	O=C(CN1CCN(C(=O)c2ccc(-c3nc4ccccc4s3)o2)CC1)Nc1ccc(F)cc1	4%[9.24 µM]	?	26%	-12	-7%

no.	HT1080 IDH1KD tx	ATXN2 expr inh	KB-V1 MDR tox	KB-3-1 tox
1	15%	13%	30%	20%
2	9%	-17%	0%	24%
3	-20%	-4%	-25%	1%
4	-2%	.	-1%	-5%
5	-9%	-7%[11.3 µM]	2%	-3%
6	1%	-17%	-4%	13%
7	2%	29%	-27%	0%
8	9%	2%	5%	20%
9	17%	6%	?	-1%
10	10µM*	.	?	?
11	12%	22%	?	3%
12	-21%	?	?	?

New compounds follow.
no.	molecule	HT1080NT lethal	ATXN viability	MCF10A rerep	IL1B secr inh	SW480 rerep
13	CCC1(CC)C(=O)C2=C3C1[C@H](C(=O)OC)C=C(C(=O)OC)C[C@H]3[C@H]1C(=O)NC(=O)[C@H]1[C@H]2C (some centres not stated)	23%	i	1%	-8	-9%
14	CC(=O)c1ccc(NC(=O)C2=CC(c3ccc(C)cc3)=NS(=O)(=O)N2C)cc1	.	?	.	.	.
15	CN(CC(=O)Nc1ccc(Cl)c(C(F)(F)F)c1)C(=O)Cn1cc([N+](=O)[O-])ccc1=O	-5%	i	-8%	?	-12%
16	NC(=O)C1CCN(c2nc3c(S(=O)(=O)c4ccccc4)nnn3c3ccccc23)CC1	-5%	i	-7%	-21	-1%
17	COCCn1c(SCC(=O)Nc2ccccc2F)nc2c(c1=O)SCC2	3%	i	-3%	20	0%
18	CCNc1nc(NCC)nc(N/N=C/c2ccc(OC)cc2)n1	0%	i	-2%	-30	-5%
19	CC(=O)Nc1cccc(C(=O)Oc2cccc(C)c2)c1O	7%	i	2%	4	4%
20	CCCCCn1c(SCc2ccncc2)nc2cc(C(=O)NCc3ccco3)ccc2c1=O	-8%	?	6%	?	13%
21	c1ccc(NCc2ccncc2)cc1	5%	i	0%	-8	-2%
22	CC(C)NC(=O)c1ccccc1NC(=O)C1CC(=O)N(C(C)C)C1 (configuration not stated)	3%	i	0%	14	-3%
23	CCOC(=O)[C@]12CCCC=C1N(CCc1ccc(OC)c(OC)c1)C(=O)[C@H](CC(=O)N1CCSCC1)C2	14%	.	.	-10	.
24	CCCCN(CCCC)C(=S)N/N=C/c1c(C)[nH]n(-c2ccccc2)c1=O	?	i	?	92	?

no.	HT1080 IDH1KD tx	ATXN2 expr inh	KB-V1 MDR tox	KB-3-1 tox
13	16%	12%	-13%	0%
14	.	-23%	-5%	-21%
15	-7%	-21%	15%	-1%
16	-3%	.	16%	4%
17	-1%	-3%	-12%	-5%
18	0%	.	-6%	1%
19	9%	0%	17%	-5%
20	?	-18%	-3%	-1%
21	2%	2%	3%	9%
22	8%	4%	7%	-8%
23	21%	.	?	11%
24	6.5µM*	?	-1%	?

Next part.
no.	molecule	HT1080NT lethal	ATXN viability	MCF10A rerep	IL1B secr inh	SW480 rerep
25	Cc1ccc(C(O)c2ncc(-c3cccc(C(F)(F)F)c3)[nH]2)cc1F (configuration not stated)	?	i	.	-5	.
26	Cc1ccc(NC(=S)N2CCCC(O)C2)cc1 (configuration not stated)	0%	i	?	-7	-1%
27	CC(/C=N/NC(=O)c1cnccn1)=C\c1ccco1	9%	i	5%	.	44%
28	CCOc1ccc(N2CC(C(=O)NCC(=O)Nc3ccc(F)c(F)c3F)CC2=O)cc1 (configuration not stated)	-14%	i	19%	-18	141%
29	O=C(CSCc1cccc(CSCC(=O)Nc2ccccc2)n1)Nc1ccccc1	5%	i	0%	-9	-9%
30	CCOc1ccc(Cn2c(-c3ccc(OCC)c(OC)c3)nc3ccccc32)cc1OC	.	i	.	.	.
31	CC(C)(C)NC(=O)CN1CCC(O)(c2ccccc2)CC1	5%	i	-3%	0	-2%
32	C=CCN(CC=C)S(=O)(=O)c1ccc(NC(=S)NC(=O)/C=C/c2cccc3ccccc23)cc1	0%	i	4%	-15	0%
33	Cc1cc(C)c(NC(=O)CCC(=O)N2Cc3ccccc3Oc3ncccc32)c(C)c1	.	i	.	.	.
34	COc1ccc(-c2cc(C(F)(F)F)c(C#N)c(SCC(=O)Nc3ccccc3F)n2)cc1	.	i	.	.	.
35	O=C(NNc1ccccc1)NC(Cc1ccccc1)C(=O)O (configuration not stated)	6%	?	2%	19	-3%
36	O=C(NCC1CCCO1)c1nc2c(nnn2Cc2ccccc2Cl)c(=O)[nH]1 (configuration not stated)	-16%	i	-3%	27	-5%

no.	HT1080 IDH1KD tx	ATXN2 expr inh	KB-V1 MDR tox	KB-3-1 tox
25	?	-31%	13%	0%
26	8%	12%	0%	?
27	0%	-4%	-1%	6%
28	1%	-10%	0%	-8%
29	0%	1%	-16%	2%
30	.	-4%	-3%	16%
31	-2%	-1%	8%	-3%
32	-8%[9.24 µM]	-19%	?	?
33	.	9%	2%	2%
34	.	8%	?	3%
35	8%	-26%	0%	4%
36	6%[9.24 µM]	-6%	-15%	-18%

New compounds follow.
no.	molecule	HT1080NT lethal	ATXN viability	MCF10A rerep	IL1B secr inh	SW480 rerep
37	Cc1ccc(N2C(=O)CC(c3ccccc3F)C3=C2COC3=O)cc1Cl (configuration not stated)	.	i	.	.	.
38	C=CCOC(=O)C1=C[C@@H](c2ccc(Br)cc2)C[C@@H](OCc2ccc(CO)cc2)O1	-10%	i	?	2	?
39	Cc1cc(NC(=O)CSc2nc(C)c(C)n2CC(C)C)no1	-2%	i	3%	-1	12%
40	Cn1cccc1/C=N/NC(=O)C(O)c1ccccc1 (configuration not stated)	5%	i	-1%	-6	-4%
41	Nc1nonc1C(=O)N/N=C/c1cc2c(cc1[N+](=O)[O-])OCO2	-14%	i	-13%	-8	-14%
42	CCC(C)C1C(C#N)=C(N)Oc2n[nH]c(-c3ccccc3)c21 (configuration not stated)	2%	i	14%	-20	-8%
43	O=C(Oc1ccccc1C(=O)N1CCOCC1)c1cccc(Br)c1	-1%	i	2%	-18	-3%
44	N#Cc1cc(-c2ccccc2)nnc1Sc1ccccc1	22%	i	1%	0	-2%
45	CCOC(=O)C1CCN(C(=O)c2ccco2)CC1	7%	i	-17%	11	-6%
46	COC(=O)c1ccc(C)c(NC(=O)c2c(-c3ccccc3)noc2C)c1	-3%	i	-7%	17	-5%

no.	HT1080 IDH1KD tx	ATXN2 expr inh	KB-V1 MDR tox	KB-3-1 tox
37	.	-3%	3%	3%
38	4%	-11%	-12%	-4%
39	-9%	1%	0%	-7%
40	12%	1%	?	7%
41	8%	-5%	1%	2%
42	-8%	?	14%	-6%
43	11%	1%	23%	-13%
44	21%	-8%	?	1%
45	13%	-8%	28%	23%
46	0%	4%	4%	14%

Reprinted from the results shown for reference:
no.	molecule	HT1080NT lethal	ATXN viability	MCF10A rerep	IL1B secr inh	SW480 rerep
36	O=C(NCC1CCCO1)c1nc2c(nnn2Cc2ccccc2Cl)c(=O)[nH]1 (configuration not stated)	-16%	i	-3%	27	-5%
37	Cc1ccc(N2C(=O)CC(c3ccccc3F)C3=C2COC3=O)cc1Cl (configuration not stated)	.	i	.	.	.
38	C=CCOC(=O)C1=C[C@@H](c2ccc(Br)cc2)C[C@@H](OCc2ccc(CO)cc2)O1	-10%	i	?	2	?
39	Cc1cc(NC(=O)CSc2nc(C)c(C)n2CC(C)C)no1	-2%	i	3%	-1	12%
40	Cn1cccc1/C=N/NC(=O)C(O)c1ccccc1 (configuration not stated)	5%	i	-1%	-6	-4%
41	Nc1nonc1C(=O)N/N=C/c1cc2c(cc1[N+](=O)[O-])OCO2	-14%	i	-13%	-8	-14%
42	CCC(C)C1C(C#N)=C(N)Oc2n[nH]c(-c3ccccc3)c21 (configuration not stated)	2%	i	14%	-20	-8%
43	O=C(Oc1ccccc1C(=O)N1CCOCC1)c1cccc(Br)c1	-1%	i	2%	-18	-3%

no.	HT1080 IDH1KD tx	ATXN2 expr inh	KB-V1 MDR tox	KB-3-1 tox
36	6%[9.24 µM]	-6%	-15%	-18%
37	.	-3%	3%	3%
38	4%	-11%	-12%	-4%
39	-9%	1%	0%	-7%
40	12%	1%	?	7%
41	8%	-5%	1%	2%
42	-8%	?	14%	-6%
43	11%	1%	23%	-13%
